CHT allo act – allosterically activates the human high affinity choline transporter. CHT-expressing cells, membrane potential dye, choline EC20; stronger effect = higher value; LV-AA mutant CHT in HEK293 cells. B-score at 10 µM. 310,000 tested, 0.49% active. AID 488977;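 active = initial fluorescence not abnormally high and integrated response B-score, plate-corrected, over 3 SD above library mean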
Target sequence (Q9GZV3 whole entry, looked up): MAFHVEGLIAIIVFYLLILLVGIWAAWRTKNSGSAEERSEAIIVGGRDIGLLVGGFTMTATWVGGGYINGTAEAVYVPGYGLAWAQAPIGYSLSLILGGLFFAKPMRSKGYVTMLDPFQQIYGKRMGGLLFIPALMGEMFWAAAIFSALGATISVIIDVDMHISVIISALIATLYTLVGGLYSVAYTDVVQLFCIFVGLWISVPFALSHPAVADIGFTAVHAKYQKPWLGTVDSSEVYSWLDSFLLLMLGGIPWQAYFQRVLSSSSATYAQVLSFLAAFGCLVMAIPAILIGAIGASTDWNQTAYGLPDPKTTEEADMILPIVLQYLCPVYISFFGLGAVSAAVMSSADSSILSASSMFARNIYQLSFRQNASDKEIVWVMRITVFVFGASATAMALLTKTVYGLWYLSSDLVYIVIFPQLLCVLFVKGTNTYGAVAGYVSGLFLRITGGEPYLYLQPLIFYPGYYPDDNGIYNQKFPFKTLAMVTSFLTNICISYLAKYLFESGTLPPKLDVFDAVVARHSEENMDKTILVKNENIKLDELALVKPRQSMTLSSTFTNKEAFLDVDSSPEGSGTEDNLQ
OX1R antag-1 – blocks the human orexin 1 receptor. CHO/OX1R cells, Fluo-8 calcium fluorescence, orexin A. inhibition, % at 5 µM. 330,000 tested, 0.43% active. AID 434989;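 active = inhibition above its plate's threshold, mean inhibition of all tested compounds on the plate plus 3 SD, cut at about 37% in these data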;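 note: 0% = orexin A challenge wells and 100% = SB-334867-A antagonist wells; not every result past the cut was called active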
Target sequence (O43613 whole entry, looked up): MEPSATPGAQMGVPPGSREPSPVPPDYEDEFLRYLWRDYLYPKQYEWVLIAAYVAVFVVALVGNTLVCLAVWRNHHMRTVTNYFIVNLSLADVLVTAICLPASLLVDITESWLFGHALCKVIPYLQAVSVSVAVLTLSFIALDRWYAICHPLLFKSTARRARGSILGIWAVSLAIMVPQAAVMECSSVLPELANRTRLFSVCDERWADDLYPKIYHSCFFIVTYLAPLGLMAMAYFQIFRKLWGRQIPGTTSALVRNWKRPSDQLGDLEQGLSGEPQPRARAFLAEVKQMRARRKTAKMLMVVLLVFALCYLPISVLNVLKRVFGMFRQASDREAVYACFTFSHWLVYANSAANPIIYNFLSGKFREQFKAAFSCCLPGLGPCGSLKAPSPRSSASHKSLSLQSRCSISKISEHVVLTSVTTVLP
OX1R antag-2 – antagonists of human orexin 1 receptor (OX1R). O43613. OX1R-expressing cells, FRET antagonist read-out. inhibition, % at 6.6 µM. 330,000 tested, 1.8% active. AID 485270; in the data active = inhibition mostly above about 38%, no sharp cut-off; inactive = mostly below about 40%;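 note: 0% = agonist challenge alone and 100% = reference antagonist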
* marks the source's active call; other numbers are inactive results; i = inactive; . = not tested or not shown.

SMILES	CHT allo act	OX1R antag-1	OX1R antag-2
COc1cc(OC)cc(-c2nnc(NC(=O)CCS(=O)(=O)c3ccc(C)cc3)o2)c1	i	-20	16
CCCc1c(C(=O)N/N=C(/C)c2ccncc2)nnn1-c1nonc1N	i	-7	0
COc1ccc(-n2c(SCC(=O)NNC(=O)c3ccc(C)cc3)nnc2-c2ccncc2)cc1	i	-9	7
O=C(Nc1ccc(N2CCOCC2)nc1)c1ccc(C(F)(F)F)cc1	i	-3	13
COc1ccc(/C=C/C(=O)NCCc2ccc(S(N)(=O)=O)cc2)cc1	i	-2	12
CCOC(=O)N1CCN(C(=O)CC(C)S(=O)(=O)c2cc3c(cc2C)NC(=O)CO3)CC1 (stereo unspecified)	i	-3	3
O=C(Oc1ccc(-c2nnco2)cc1)c1ccco1	i	-22	1
CCC(=O)Nc1sccc1C(=O)OC	i	8	7
Nc1nc(NCC2CCCO2)nc(NCC2CCCO2)c1[N+](=O)[O-] (stereo unspecified)	i	-15	15
Cc1cccc(C)c1NC(=O)CN(C)CC(=O)Nc1ccc(F)c(Cl)c1	i	-5	6
ONc1cccnc1-n1nc(C(F)(F)F)cc1C(F)(F)F	i	-18	26
Cc1noc(NS(=O)(=O)c2ccc(NS(=O)(=O)c3ccc(Cl)cc3)cc2)c1C	.	-2	5
CCc1ccc(NC(=O)CN(c2cccc(C)c2)S(C)(=O)=O)cc1	i	-21	18
CCN(C(=O)CSc1nc(-c2ccccc2)c(-c2ccccc2)[nH]1)C1CCS(=O)(=O)C1 (stereo unspecified)	i	-23	9
CCn1c(SCC#N)nc2c(c1=O)C1(CCCC1)Cc1ccccc1-2	i	-51	23
C#CCNC(=O)C1=C[C@H](c2ccc(C(F)(F)F)cc2)[C@@H](CCCO)[C@H](OCC)O1	i	-24	10
CC1=C(C(=O)Nc2ccccc2)C(c2ccccn2)n2ncnc2N1 (stereo unspecified)	i	-27	19
CCOC(=O)c1ccc(NC(=O)C2C3C=CC(C3)C2C(=O)O)cc1 (stereo unspecified)	i	6	1
CCO[C@@H]1OC(C(=O)N2CCOCC2)=C[C@H](C(C)(C)C)[C@H]1CCCO	i	-9	8
CC(C)CNS(=O)(=O)c1ccc(C(=O)Nc2ccc3c(c2)OCCO3)cc1	i	6	9
CN(c1c(C#N)c(C(F)(F)F)nn1C)N(S(C)(=O)=O)S(C)(=O)=O	i	7	3
CNC(=O)COC(=O)c1ccc([N+](=O)[O-])cc1Cl	i	-10	120*
CC(=O)N[C@@H](CS)C(=O)O	.	-28	4
CC(=O)NC1C(=O)N(CCc2ccccc2)c2ccccc21 (stereo unspecified)	i	-24	19
Cc1ccc2nc(-c3cccnc3)cc(C(=O)N3CCN(c4ccc([N+](=O)[O-])cc4)CC3)c2c1	i	-17	3
SMILES	CHT allo act	OX1R antag-1	OX1R antag-2
CCOC(=O)c1c(-c2ccccc2)oc2ccc(O)cc12	i	12	34
COc1ccc(OC)c(/C=N/NC(=O)C(O)c2ccccc2)c1 (stereo unspecified)	i	-19	-2
Cc1ccc(C)c(N2CCN(C(=O)COc3cc(=O)n(C)c4ccccc34)CC2)c1	i	-20	10
CC(C)Cn1c(N)c(C(=O)COC(=O)c2cc(F)cc(F)c2)c(=O)n(C)c1=O	i	-8	29
COCCOC(=O)c1c(C)oc2ccc(OCc3cc(C(=O)OC)oc3C)cc12	i	-39	20
CCOC(=O)CN1C(=O)CN(c2ccc(C)c(C)c2)C1=O	i	-5	12
C=C(C(=O)Oc1c(C(C)(C)C)cccc1C(C)(C)C)c1ccccc1	.	-23	1
CCOC(=O)C1CCN(S(=O)(=O)c2c(Cl)ccc3nonc23)CC1	i	9	89*
Cc1noc(C)c1COc1ccc(C(=O)N2CC(C)CC(C)C2)cc1 (stereo unspecified)	.	-21	0
COc1ccc(C(=O)NNC(=O)C23CC4CC(CC(C4)C2)C3)c(OC)c1	i	4	13
O=C(Nc1cccc2ccccc12)c1ccccc1	i	-5	4
COc1ccc2[nH]c(=O)c(CN(C(=O)c3cccnc3)c3cccc(C)c3)cc2c1	i	-24	20
Cc1nc2c(-c3ccc(F)cc3)c(C)nn2c(C)c1CCC(=O)NCCN1CCOCC1	i	-12	4
CC(=O)c1cccc(OCC(=O)Nc2cc(Cl)ccc2-n2cncn2)c1	i	-29	20
O=C(CNc1ccc(Oc2ccccc2)cc1)N1CCOCC1	i	14	11
c1ccc(-c2cc(N3CCCCCC3)n[nH]2)cc1	i	-28	6
CNS(=O)(=O)c1cccc(C(=O)NCC2(N3CCCCC3)CCCCC2)c1	i	-9	11
Cc1c2c(nc3c(C)cccc13)OC(C)C2 (stereo unspecified)	i	-23	33
CCCC(c1nnnn1C(C)(C)C)N1CCN(Cc2ccccc2OC)CC1 (stereo unspecified)	i	-26	41
S=c1nc[nH]c2c1sc1nc(-c3ccccc3)c3c(c12)CCCC3	i	-3	6
CN(N)c1nc2ccccc2nc1C(F)(F)F	i	-22	12
COc1ccc(C(=O)NCC(=O)OCn2nnc3ccccc3c2=O)cc1OC	i	-4	10
C(=C\c1ccccc1)/CN1CCN(C(c2ccccc2)c2ccccc2)CC1	i	-30	10
Cc1cccc(C(=O)NCc2nnc(SCC(=O)Nc3nncs3)n2C)c1	i	3	22
CCOc1ccc(NC(=O)c2csc3c2CCCC3)cc1	i	-42	18

The list goes on; the last five above are carried over.
SMILES	CHT allo act	OX1R antag-1	OX1R antag-2
CN(N)c1nc2ccccc2nc1C(F)(F)F	i	-22	12
COc1ccc(C(=O)NCC(=O)OCn2nnc3ccccc3c2=O)cc1OC	i	-4	10
C(=C\c1ccccc1)/CN1CCN(C(c2ccccc2)c2ccccc2)CC1	i	-30	10
Cc1cccc(C(=O)NCc2nnc(SCC(=O)Nc3nncs3)n2C)c1	i	3	22
CCOc1ccc(NC(=O)c2csc3c2CCCC3)cc1	i	-42	18
c1ccc2c(c1)nc(-c1ccncc1)n1nnnc21	i	-11	26
COC(=O)CSC1=C(C#N)C(=O)NC2(CCCCC2)S1	i	13	3
O=C(CCCn1c(=S)[nH]c2ccsc2c1=O)Nc1ccc2c(c1)OCCO2	i	-20	21
C=CCn1cc(C(C)=O)c(=O)[nH]c1=O	i	-8	25
O=C(COC(=O)c1ccc(Br)cc1)NCc1ccc(F)cc1	i	-14	21
CCCC(=O)NCC(c1cccs1)S(=O)(=O)c1ccc(C)cc1 (stereo unspecified)	i	-20	19
COC(=O)c1cc(C(=O)OC)cc(-n2c(C)cc(C(=O)CC#N)c2C)c1	i	8	11
COc1cc(/C=N/NC(=O)CCn2cnc(-c3ccccc3)c2-c2ccccc2)ccc1O	i	-26	20
CN(C)S(=O)(=O)c1cccc(NC(=O)CSc2nnnn2-c2ccccc2)c1	i	-1	15
CCOC(=O)NC1(C(F)(F)F)NC(=O)N(C2CCCCC2)C1=O (stereo unspecified)	i	4	22
CCc1ccc(CN(C)C(=O)c2cc(S(=O)(=O)N3CCOCC3)ccc2N2CCCC2)cc1	i	-21	15
Cc1cc(Cl)ccc1N(CC(=O)NCc1ccccc1)S(C)(=O)=O	i	-13	20
CN1CCN(C(=S)NC(=O)c2ccc(-c3ccccc3)cc2)CC1	i	-18	6
O=C(O)C1CCC(=O)N(C2CCCCC2)C1c1ccccc1Cl (stereo unspecified)	i	-2	3
COc1ccc(OC)c(CCNC(=O)CCc2nnc3ccc(N4CCCCC4)nn23)c1	i	-11	10
COc1ccc(CC2(CO)CCN(Cc3cccc(OC)c3OC)CC2)cc1	i	-21	4
CCOC(=O)c1ccc([N+](=O)[O-])c(CS(=O)(=O)c2ccc(Cl)cc2)c1	i	-17	16
COc1c(O)cnn(-c2ccccc2)c1=O	i	-1	26
COc1ccc(CCC(=O)Nc2ccc(S(=O)(=O)Nc3ncccn3)cc2)cc1	.	-13	2
NC(=O)C1CCN(C(=O)c2cc(-c3ccccc3Cl)nc3ccccc23)CC1	.	0	15
O=C1NCCN1C(=O)C12CC3CC(CC(C3)C1)C2	i	-7	10
O=C(N/C(=C/c1ccccc1Cl)C(=O)N1CCCC1)c1ccccc1	i	-22	24
c1ccc(-c2nc(C3CCCCC3)c3sccc3n2)cc1	i	-19	17
Cc1cc2nc(SCCN3CCCC3)[nH]c2cc1C	i	-23	3
Cc1occc1C(=O)Nc1cccc(C(F)(F)F)c1	i	4	29
SMILES	CHT allo act	OX1R antag-1	OX1R antag-2
O=c1cc(-c2ccccc2)nc2nc(SCc3ccccc3)[nH]n12	i	-20	18
CCOC(=O)C(O)C1CCc2c([nH]c3ccc(C)cc23)C1=O (stereo unspecified)	i	-22	4
CN(C)S(=O)(=O)c1ccc(N2CCCC2)c(C(=O)NCC2COc3ccccc3O2)c1 (stereo unspecified)	i	-19	10
CCn1c(CC(=O)Nc2ccccc2C)nnc1SCC(=O)Nc1nncs1	i	-23	-2
O=C(c1ccc2snnc2c1)N1CCN(c2ccccc2)CC1	i	-5	7
COC(=O)Nc1ncc(CN2CCCCC2)s1	i	-8	8
CCC(=O)N=c1sc2c(OC)ccc(OC)c2n1C	i	-3	1
Cc1cccc(N2CC(C(=O)Nc3ccc(N4CCOCC4)cc3)CC2=O)c1C (stereo unspecified)	.	-22	8
CCOC(=O)C1=C(C)NC(SC)=NC1c1ccc(OC)cc1 (stereo unspecified)	i	-15	14
CCCC1CC(C)(C(=O)CSc2n[nH]c(-c3ccccc3)n2)OC1=O (stereo unspecified)	i	-28	25
Cc1nn(C)c2c(=O)c(=O)c2n(C)[nH]1	i	-7	21
O=C1CC(N2CCOCC2)C(=O)N1c1ccccc1Cl (stereo unspecified)	i	-4	15
COc1cccc(/C=N/NC(=O)CN(C)S(=O)(=O)c2ccccc2)c1OC	.	-17	-2
CCOC(=O)c1c(C)[nH]c(C)c1C(=O)COC(=O)/C=C/c1cccc(C(F)(F)F)c1	i	-16	15
CSC1=NCCN1S(=O)(=O)c1ccc(C)cc1	i	-22	11
CCOC(=O)NN1C(=O)c2ccccc2NC1(C)C	i	-21	4
CC(=O)Nc1ccc(Oc2nc(-c3cccnc3)nc3sc4c(c23)CCCC4)cc1	i	7	14
O=C(NC1CCCCC1)c1cccc2c1C(=O)c1ccc(N3CCC(Cc4ccccc4)CC3)cc1S2(=O)=O	.	34	9
CCc1nonc1NC(=O)c1oc2cc(C)c(Cl)cc2c1C	i	-6	11
Cc1cc(C)n(-c2nc3ccccc3nc2N2CCCC2)n1	i	-20	11
NC(=O)c1ccc(Oc2ccc3c(c2)CCC3)c([N+](=O)[O-])c1	i	-20	7
O=C(NCCOc1nc(N2CCOCC2)nc(N2CCOCC2)n1)Nc1ccccc1	i	-17	23
O=C1C(=O)N(CCCn2ccnc2)C(c2cccnc2)/C1=C(/O)c1ccc(F)cc1 (stereo unspecified)	i	-20	12
CC(NC(=O)c1ccccc1Cl)C1COc2ccccc2O1 (stereo unspecified)	i	-16	15
Cc1ccc(Oc2nnc(-c3ccccc3)cc2C#N)cc1	i	-12	12

Profiles, quoted from the list. Screens in order: CHT allo act | OX1R antag-1 | OX1R antag-2
CN(C)S(=O)(=O)c1cccc(NC(=O)CSc2nnnn2-c2ccccc2)c1 is entered as i | -1 | 15
CCn1c(CC(=O)Nc2ccccc2C)nnc1SCC(=O)Nc1nncs1 is entered as i | -23 | -2
CC(C)CNS(=O)(=O)c1ccc(C(=O)Nc2ccc3c(c2)OCCO3)cc1 is entered as i | 6 | 9
O=C(Nc1ccc(N2CCOCC2)nc1)c1ccc(C(F)(F)F)cc1 is entered as i | -3 | 13
CN(c1c(C#N)c(C(F)(F)F)nn1C)N(S(C)(=O)=O)S(C)(=O)=O is entered as i | 7 | 3

(next part)
SMILES	CHT allo act	OX1R antag-1	OX1R antag-2
CCN(CC(=O)Nc1cccc(S(=O)(=O)N(C)c2ccccc2)c1)Cc1ccccc1	.	77*	28*
COc1ccc(C=NCCCN2CCOCC2)cc1	i	-23	27
COc1ccccc1C(=O)Nc1cccc2c1CCCC2	i	-5	27*
COc1ccc(C2Nc3ccccc3C(=O)N2Cc2ccco2)cc1COc1ccccc1F (stereo unspecified)	i	0	41
O=C(CCC(=O)N1CCN(S(=O)(=O)c2ccc(Cl)cc2)CC1)Nc1ccc(Cl)cc1Cl	i	-19	12
COc1ccc(-c2nc(N/N=C(\C)c3ccc(O)cc3)c3ccccc3n2)cc1	i	-31	23
COc1ccc(/C=N/Nc2nonc2N)cc1	i	0	8
CCCN(C(=O)c1ccc(S(=O)(=O)N2CCCC2)cc1)C1CCS(=O)(=O)C1 (stereo unspecified)	.	9	5
Cc1ccc(SCC(=O)NCc2ccccc2)cc1	i	-26	-4
COc1ccccc1NS(=O)(=O)c1ccc(C)c(C(=O)NC2=NCCS2)c1	.	0	11
O=C1NC[C@H](c2ccccc2)N(CCc2cccc(F)c2)C1=O	i	-8	13
Cc1ccc(C)c(Oc2coc3cc(O)ccc3c2=O)c1	i	-17	10
CC(=O)c1cccc(NC(=O)c2cc(-c3ccco3)nc3ccccc23)c1	i	-19	16
CCC(C)(CC(=O)Nc1nccs1)c1ccccc1 (stereo unspecified)	i	-17	16
COc1ccc(C2C(C#N)C(C#N)N3CCCN23)cc1 (stereo unspecified)	i	-11	10
OC1CCCCC1Sc1nc2ccccc2s1 (stereo unspecified)	i	-18	11
NC1=NC(=O)/C(=C\c2ccc(-c3ccc(Cl)cc3)o2)S1	i	-10	20
[N-]=[N+]=NC[C@H](Cc1ccccc1)N1CC[C@@H](NC(=O)OCc2ccccc2)CCC1=O	i	-35	6
Cc1ccc(NC(=O)CCNS(=O)(=O)c2cccc3nsnc23)cc1	i	-9	30

A few values from the entries so far:
OX1R antag-2 with `CCOC(=O)c1c(C)[nH]c(C)c1C(=O)COC(=O)/C=C/c1cccc(C(F)(F)F)c1` reads 15
OX1R antag-1 with `Cc1occc1C(=O)Nc1cccc(C(F)(F)F)c1` reads 4

Screening results as filed in PubChem BioAssay.
